GSTO1 inh – inhibitors of recombinant GSTO1, primary screen, counter-screen for RBBP9 inhibitor project, biochemical, fluorescence polarization. Glutathione S-transferase omega-1 (Homo sapiens), P78417. activity-based probe fluorescence polarization. inhibition, % at 5.96 µM. actives 1.1% (n = 300,000);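 active = inhibition above the campaign mean inhibition plus 3 SD, cut at about 35% in these data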;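 note: 0% = GSTO1-1 with DMSO and 100% = wells lacking GSTO1-1 enzyme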
Target sequence (P78417 whole entry, looked up): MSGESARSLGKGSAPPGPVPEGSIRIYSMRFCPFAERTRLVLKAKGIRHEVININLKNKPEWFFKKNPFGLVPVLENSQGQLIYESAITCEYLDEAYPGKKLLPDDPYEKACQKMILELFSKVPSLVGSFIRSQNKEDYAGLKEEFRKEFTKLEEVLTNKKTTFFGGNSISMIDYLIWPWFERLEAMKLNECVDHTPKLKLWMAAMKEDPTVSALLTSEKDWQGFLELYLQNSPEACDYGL
PME-1 primary – PME-1 inhibitors via competitive probe labeling, primary screen, biochemical, fluorescence polarization, FP-Rh probe, HTS | Protein phosphatase methylesterase 1 (Homo sapiens), Q9Y570 | recombinant PME-1 | inhibition, % at 5.9 µM | actives 0.53% (n = 320,000);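 active = inhibition above the campaign mean of all compounds plus 3 SD, cut at about 26% in these data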;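 note: competitive labeling of PME-1 active site by serine hydrolase directed probe; 0% = PME-1 with DMSO and 100% = wells lacking PME-1 enzyme; inhibitors block probe labeling so polarization falls and inhibition rises; many of its hits are not listed in these tables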
Target sequence (Q9Y570 whole entry, looked up): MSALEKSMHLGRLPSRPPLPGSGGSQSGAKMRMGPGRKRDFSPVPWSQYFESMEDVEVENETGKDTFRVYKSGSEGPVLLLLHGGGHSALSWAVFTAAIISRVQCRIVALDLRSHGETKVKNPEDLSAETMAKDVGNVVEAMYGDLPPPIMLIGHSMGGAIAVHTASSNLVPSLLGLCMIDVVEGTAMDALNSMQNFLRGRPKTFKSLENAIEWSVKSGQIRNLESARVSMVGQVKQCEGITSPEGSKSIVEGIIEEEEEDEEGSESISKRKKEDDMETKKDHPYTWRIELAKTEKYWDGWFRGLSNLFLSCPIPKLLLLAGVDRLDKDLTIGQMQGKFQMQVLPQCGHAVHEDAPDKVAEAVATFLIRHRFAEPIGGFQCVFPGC
Bcl-xL primary – inhibitors of human Bcl-xL, primary screen, biochemical, fluorescence polarization, HTS; GST-Bcl-xL / FITC-Bim BH3 peptide fluorescence polarization; inhibition, % at 10.9 µM; AID 2129, 2009; actives 0.7% (n = 320,000);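 active = inhibition above the mean of all tested compounds plus 3 SD, cutoff set per campaign, cut at about 30% in these data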;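 note: 0% = DMSO wells and 100% = unlabeled Bim-BH3 peptide competitor; inhibitors lower millipolarization by displacing the labeled peptide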
Target sequence (Q07817 whole entry, looked up): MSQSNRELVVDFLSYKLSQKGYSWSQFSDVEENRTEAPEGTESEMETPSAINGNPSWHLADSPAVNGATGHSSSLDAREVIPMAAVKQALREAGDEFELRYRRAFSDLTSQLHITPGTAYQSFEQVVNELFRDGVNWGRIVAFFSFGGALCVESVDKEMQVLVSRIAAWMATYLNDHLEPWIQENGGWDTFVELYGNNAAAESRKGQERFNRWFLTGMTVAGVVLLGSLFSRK
GLD-1 TGE inh – GLD-1/TGE RNA complex disruptors, primary screen, biochemical, fluorescence polarization; purified GLD-1 + fluorescein TGE RNA; inhibition, % at 5.96 µM; actives 0.44% (n = 320,000);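 active = percent inhibition above a per-plate cutoff, the plate mean of test compounds plus 3 SD, cut at about 30% in these data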;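 note: 0% = DMSO wells with GLD-1 and probe and 100% = wells lacking GLD-1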
MEX-5 binding – MEX-5 zinc finger RNA-binding disruptors – biochemical, C. elegans, fluorescence polarization, MLPCN library, primary screen | Zinc finger protein mex-5 (Caenorhabditis elegans), Q9XUB2 | MEX-5/FITC-TCR2 RNA binding; active compounds read low | activity score (negative = inhibition of binding), % at 10 µM | actives 0.38% (n = 300,000) | AID 1832, 2009;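 active = inhibition past about -25% in most replicates, and total fluorescence under double the plate's negative control median, limit read from the data; inconclusive = replicates evenly split on the limit, or fluorescence at least double controls; inactive = too little inhibition in most replicates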;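 note: 0% = DMSO and -100% = 5 µM competing unlabeled TCR2 RNA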
PAD4 inh – human PAD4 inhibitors, primary screen, biochemical, fluorescence polarization, 1536-well format | actives 0.41% (n = 330,000) | recombinant PAD4, RCA probe fluorescence polarization | Protein-arginine deiminase type-4 (Homo sapiens), Q9UM07 | inhibition, % at 6.36 µM;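 active = percent inhibition above a cutoff equal to the mean of all tested compounds plus 3 SD, cut at about 15% in these data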;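 note: 0% = PAD4 with RCA probe and DMSO and 100% = probe without PAD4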
TPT1 inhibitor – Candida albicans TPT1 enzyme inhibitors, primary screen, biochemical, fluorescence polarization; tRNA 2'-phosphotransferase TPT1 (Candida albicans SC5314); recombinant caTPT1, FP RNA substrate dephosphorylation; inhibition, % at 5 µM; actives 0.81% (n = 300,000);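 active = inhibition above the mean of all tested compounds plus 3 SD, set per screening campaign, cut at about 24% in these data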;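 note: plate controls were DMSO alone for no effect and ferristatin control at 100 nM for full effect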
Fam108B inh – mouse Fam108B serine hydrolase inhibitors, primary screen, counter-screen for RBBP9 inhibitor project, biochemical, fluorescence polarization; recombinant Fam108B, FP-Rh probe fluorescence polarization; actives 0.33% (n = 300,000); inhibition, % at 9.51 µM; AID 1947, 2009;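 active = inhibition above the screen mean inhibition plus 3 SD, computed separately per campaign, cut at about 18% in these data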;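 note: inhibitors lower polarization as less probe binds the enzyme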
MCL1-BIM inh – inhibitors of MCL1 binding to BIM-BH3, primary screen, biochemical, fluorescence polarization; Induced myeloid leukemia cell differentiation protein Mcl-1 (Homo sapiens), Q07820; GST-MCL1 / FITC-Bim-BH3 fluorescence polarization; inhibition, % at 10.9 µM; actives 0.68% (n = 320,000); AID 2057, 2009;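 active = inhibition above the mean inhibition of all tested compounds plus 3 SD, set per campaign, cut at about 40% in these data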;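 note: 0% = DMSO wells and 100% = unlabeled Bim-BH3 peptide control; higher means more loss of mP so more displacement of Bim peptide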
Starred values were filed as active, the others as inactive; ? = inconclusive; . = not tested or not shown. The list is partial, so the mix of outcomes need not match the whole.

SMILES	GSTO1 inh	PME-1 primary	Bcl-xL primary	GLD-1 TGE inh	MEX-5 binding	PAD4 inh	TPT1 inhibitor	Fam108B inh	MCL1-BIM inh
CC(C)S(=O)(=O)c1csc(NC(=O)Nc2ccc(Cl)cc2)c1Cl	-42.3	-51.0	0.1	6.8	-1.8	-0.9	0.0	-15.8	-1.6
CCOc1ccc(C(=O)OCC(=O)NCc2ccco2)cc1OCC	0.7	-3.3	5.4	4.3	1.1	-1.3	-0.9	1.3	6.1
O=C(Nc1ccc2c(c1)ncn2-c1ccccc1)c1ccco1	-5.8	0.3	-0.5	4.3	-0.8	0.6	0.1	-4.7	-4.8
CCCC(=O)c1ccc(N2CCC(C)CC2)c(F)c1	1.1	3.8	7.7	1.9	3.6	-0.2	-1.7	-1.0	2.5
CC1=NN(Cc2ccccc2)C(=O)/C1=C/c1ccc(N(C)C)cc1	25.8	3.0	-16.2	-31.4	0.7	-4.1	13.0	3.5	-22.3
O=C(Nc1ccc(-c2cnco2)cc1)c1ccc(F)cc1F	2.8	-0.7	8.7	4.6	1.1	3.8	-0.1	4.4	4.1
COc1ccc(CNc2ccc(S(=O)(=O)N3CCN(C)CC3)cn2)cc1OC	1.5	3.1	-0.6	4.1	0.8	1.0	1.4	1.0	-5.5
O=C(NC1CCCC1)C(c1ccccn1)N(Cc1ccc(F)cc1)C(=O)c1csnn1 (stereo not drawn)	4.5	-8.5	0.8	0.6	-1.9	-1.3	1.8	1.8	2.5
O=C(COC(=O)C1CCC1)Nc1ccc(Oc2ccccc2)cc1	4.2	-4.2	2.6	2.7	0.0	6.8	3.3	-2.1	-3.4
CC(=O)c1cccc(S(=O)(=O)N2CCn3cccc3C2C)c1 (stereo not drawn)	.	0.8	33.2*	16.7	.	-2.8	.	.	40.1*

Retrieved by compound from above, two records:
SMILES	GSTO1 inh	PME-1 primary	Bcl-xL primary	GLD-1 TGE inh	MEX-5 binding	PAD4 inh	TPT1 inhibitor	Fam108B inh	MCL1-BIM inh
COc1ccc(CNc2ccc(S(=O)(=O)N3CCN(C)CC3)cn2)cc1OC	1.5	3.1	-0.6	4.1	0.8	1.0	1.4	1.0	-5.5
CCCC(=O)c1ccc(N2CCC(C)CC2)c(F)c1	1.1	3.8	7.7	1.9	3.6	-0.2	-1.7	-1.0	2.5

Continued.
SMILES	GSTO1 inh	PME-1 primary	Bcl-xL primary	GLD-1 TGE inh	MEX-5 binding	PAD4 inh	TPT1 inhibitor	Fam108B inh	MCL1-BIM inh
COc1ccccc1OCC(O)CO (stereo not drawn)	-3.5	0.7	6.0	1.1	-3.4	0.8	-4.0	-6.5	7.9
CCCCOc1c(C(=O)Nc2ccccc2)nnn1-c1ccccc1	1.9	0.8	-9.8	0.6	-0.2	-1.9	0.0	-4.3	-17.1
COc1cc(OC)cc(C(=O)NC(=S)Nc2ccc3[nH]c(=O)[nH]c3c2)c1	0.8	-1.3	1.9	0.9	1.0	0.0	-2.6	-4.1	7.6
CC1(C)CC(=O)C2=C(C1)Nc1cc3c(cc1C2c1ccc2c(c1)OCO2)OCO3 (stereo not drawn)	6.3	5.6	3.6	4.9	3.1	-0.2	-1.3	4.2	3.2
Cc1nc(-c2ccc(NC(=O)C(C)(C)C)cc2)c(-c2ccccc2)o1	-4.7	0.6	3.3	-2.2	1.6	-3.4	-0.9	-0.4	1.5
Cc1nn(-c2ccccc2)c(C)c1-c1nnc(C(F)(F)F)o1	-2.0	-4.6	-2.1	5.8	-2.2	-1.3	0.0	-3.7	-1.9
CC(C)OCC(O)CN1CCN(CC(O)COc2ccc3c(c2)OCO3)CC1 (stereo not drawn)	4.8	-7.8	2.9	3.7	-3.3	3.1	0.1	-3.1	8.9
C=CCn1c(C)cc(C(=O)CSc2n[nH]c(N)n2)c1C	5.6	5.0	-0.9	-2.8	-1.3	-6.2	1.6	-3.7	46.9*
COc1cc(OC)cc(-n2nnnc2SCC(=O)Nc2nc3c(s2)CCCC3)c1	1.9	-5.2	3.3	0.8	4.5	3.4	-0.4	-3.1	3.2
O=c1c2c([nH]c3ccccc13)CCC2	-3.3	2.7	5.7	0.3	-0.6	2.1	0.3	-2.8	8.5
Cc1cnc(=O)[nH]c1SCc1cccc(C(F)(F)F)c1	-38.0	-3.1	2.2	-0.3	2.2	1.9	0.8	3.7	5.4
CC1(C)CC(=O)C/C(=N\NC(=O)Cc2ccccc2)C1	3.5	7.0	3.6	10.0	-10.3	4.2	-1.8	-4.1	-1.1
CSc1nncc(/C(C)=N\Nc2ccccc2)n1	38.2*	0.9	11.0	-3.3	?	-6.8	3.9	0.8	9.3
CCCNC(=O)c1ccc2c(c1)ncn2-c1ccccc1OC	1.0	5.8	7.1	5.5	-0.2	0.4	1.2	1.1	0.9
Cc1nnc(SCC(=O)NC2CC2)n1CCc1ccccc1	0.3	-0.6	-2.8	-3.1	-1.4	2.5	-1.1	2.8	-2.2
COc1ccc2cc(C(=O)NCc3ccccc3)c(=Nc3ccc(C(=O)O)cc3)oc2c1	-10.9	-10.8	10.6	2.2	-2.6	-2.3	1.9	-3.0	-4.2
Cc1ccc(NC(=O)c2ccc(-c3nn(C)c(=O)c4ccccc34)cc2)cc1	-6.2	2.3	4.9	-2.6	1.3	-2.4	-2.9	-3.0	6.2
C/C(=N\NC(=O)CSCc1ccccc1Cl)c1cc(O)ccc1O	40.4*	4.6	4.7	9.1	-2.0	-11.8	2.9	4.1	15.2
COc1ccc(C)cc1NC(=O)CSc1nnc2ccc(-c3cccnc3)nn12	-9.2	-3.4	-0.6	-0.6	-0.9	-1.8	2.9	1.8	2.6
COCCN1CCN(C(=O)C2CCC(=O)N(CCc3cccc(F)c3)C2)CC1 (stereo not drawn)	-0.2	-5.7	-4.4	-0.9	-0.4	0.2	0.6	-0.8	-7.8
Cn1c(CNC(=O)CCNC(=O)c2cccc(Cl)c2)cc(=O)n(C)c1=O	-0.3	0.4	1.8	3.9	-1.9	12.8	-2.9	0.9	7.6
Cc1ccc(S(=O)(=O)N(CC(=O)NCc2ccco2)C2CCCCC2)cc1	-0.9	-2.2	0.9	2.2	-0.8	0.8	-0.5	3.9	6.0
COc1ccc(OC)c(NC(=O)CCNS(=O)(=O)c2ccc3[nH]c(=O)oc3c2)c1	4.1	3.9	6.7	5.8	1.1	-3.1	0.3	1.4	5.9
CC(=O)NC1CCC(C(=O)O)(c2ccccc2)C1 (stereo not drawn)	-2.2	0.9	3.4	-6.9	-5.1	-1.6	0.1	-6.8	-0.3
Cc1nc2cc(-c3cccc(F)c3)nn2c(C)c1CCC(=O)N1CCN(c2ccccn2)CC1	1.9	-3.4	4.2	2.9	0.8	0.9	-2.2	-0.6	7.8
Cc1cc2oc(=O)cc(CN(C)Cc3ccccc3F)c2cc1Cl	-0.6	-0.9	4.4	11.9	-2.1	-3.6	4.3	-1.8	-0.4
COC(=O)/C=C/c1ccc2c(c1)OCO2	-1.5	1.4	3.0	1.9	-3.3	-3.1	4.9	-0.2	-1.8
COc1ccc(NC(=O)c2cc(-c3ccncc3)nc3ccc(Br)cc23)cc1OC	7.3	-7.5	-7.8	-2.1	-3.2	-8.7	2.4	-5.5	-19.0
COC(=O)C(Cc1ccc(O)cc1)NC(=O)C(CC(=O)OC(C)(C)C)NC(=O)OC(C)(C)C (stereo not drawn)	2.1	-3.1	1.3	0.4	3.0	-4.1	0.9	-1.6	0.4
O=C(C[n+]1cc(-c2ccc(Cl)cc2)n2c1CCC2)N1c2ccccc2Sc2ccccc21	0.0	-1.9	1.4	0.0	-0.7	-5.6	4.0	1.3	3.4
O=c1oc(-c2ccco2)nc2c1cnn2-c1ccccc1	7.1	-6.1	1.3	11.7	0.0	3.6	-1.6	5.2	4.4
CC(NC(=O)COC(=O)Cc1ccsc1)c1ccccc1 (stereo not drawn)	-12.3	0.6	2.9	3.8	-3.2	-5.1	-4.6	-1.5	3.1
CC(C)(C)c1ccc(CN2N=Nc3ccccc3S2(=O)=O)cc1	-0.1	3.1	6.8	12.7	1.4	-0.5	3.1	-2.7	7.8
COc1cccc(-c2ccc3ncnc(NCc4cccs4)c3c2)c1	.	-7.0	5.8	2.9	.	-4.1	.	.	6.3
COCCOC(=O)c1[nH]c2c(c1C)C(=O)CC(c1ccc(N(C)C)cc1)C2 (stereo not drawn)	7.5	0.8	3.8	-2.4	1.6	-3.3	2.7	2.5	-1.1
COc1cc(NC(=O)COc2c(C)cc(C)cc2[N+](=O)[O-])c(OC)cc1Cl	-7.5	1.8	4.5	0.2	-1.1	-2.9	1.2	-4.1	-3.4
CC(O)c1nc2ccc(Cc3ccc4nc(C(C)O)[nH]c4c3)cc2[nH]1 (stereo not drawn)	6.2	2.1	2.6	8.4	3.3	0.9	2.4	10.5	-0.1
NC(=O)c1ccnc2c(O)cccc12	.	0.4	5.6	6.0	.	-2.8	.	.	0.7
Nc1nc(-c2ccccc2)nc(-c2ccccc2O)n1	-10.5	-10.6	3.9	-0.3	2.3	0.8	-1.7	-3.9	4.2
CCOC(=O)C1CCCN(S(=O)(=O)c2ccc(F)c(C(=O)Nc3ccc(F)c(F)c3)c2)C1 (stereo not drawn)	-1.9	-9.1	2.6	3.5	1.6	6.0	-4.3	14.8	3.1
Cc1cc(NC(=O)COC(=O)COc2ccc3c(c2)CCC3)no1	3.1	-2.5	-4.2	2.4	0.5	-1.5	0.1	1.1	-3.9
O=C(c1cc2cc([N+](=O)[O-])ccc2oc1=O)n1cccn1	11.7	-2.2	9.8	-1.3	-6.4	-0.3	-0.8	5.3	14.1
C/C(=N\NC(=O)c1ccc(F)cc1)c1cccc(NC(=O)c2cccc(F)c2)c1	-6.0	7.5	1.2	-1.9	-0.4	-2.2	-0.5	1.2	-2.3
COC(=O)C(CCSC)NC(=O)C(NC(=O)C1CCC(C)CC1)C(C)C (stereo not drawn)	-2.7	1.4	5.6	-0.5	-0.2	-0.3	-5.5	3.1	3.8
CCOc1cc(/C=N/NC(=O)CN(CCc2ccccc2)S(=O)(=O)c2ccc(NC(C)=O)cc2)ccc1O	-4.0	10.8	6.1	4.2	0.1	1.1	-1.0	3.6	-5.9
Nc1nnc(SCc2ccc3c(c2)OCO3)s1	-2.1	-7.4	-1.6	7.1	-2.5	-0.3	1.1	-2.7	-0.2
Cn1nc(C(=O)N2CCN(c3ccccn3)CC2)c2ccccc2c1=O	6.2	0.4	2.1	9.7	0.1	2.8	-1.4	0.4	0.7
COc1ccc(C(=O)Nc2cccc(-c3ccc4nncn4n3)c2)cc1OC	3.0	1.1	5.8	-0.2	-1.5	4.4	2.1	1.8	2.5
Cc1ccc(C)c(Cn2cnc3c(cnn3C(C)(C)C)c2=O)c1	-0.2	4.6	2.1	-2.2	-0.1	-3.8	-7.3	5.3	-0.9
